BAZ2B inh – BAZ2B (human) inhibition | Q9UIF8 | AlphaScreen BAZ2B-H3K14Ac peptide displacement | Potency, µM (doses to about 114 µM), inactives show at the top dose activity change, negative = inhibition, hits mostly inhibitors | 4.4% of 360,000 active | AID 504333; note: % is set by controls: 0 for no effect and ±100 for the full control effect; nearly all actives have a fitted effect of over 60% in size
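Compounds, titrated to a top concentration of 110 uM, were incubated 30 min at room temperature with preformed BAZ2B/acetyl-K14 H3 peptide complex (50 nM each). Proximity signal was measured by AlphaScreen after 20 min with beads.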
POLI inh – blocks human DNA polymerase iota activity. Pol iota fluorescent replication assay, 10 min. AID 588590. 1% of 390,000 active. Potency, µM (top dose mostly 115 µM), inactives show at the highest dose activity, negative = inhibition, actives largely listed as inhibitors. Q9UNA4
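Pol iota at 10 nM preincubated 15 min with compounds at room temperature; reaction started with fluorescent substrate, 50 nM final. Fluorescence read kinetically at 0 and 10 min; buffer-only wells as negative control.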
Tb PGK inh – blocks T. brucei phosphoglycerate kinase | P07378 | PGK/GAPDH coupled, Kinase-Glo luminescence, 60 min | Potency, µM (highest dose often 57.5 µM), inactives show at the top dose activity change, negative = inhibition, usual class: inhibitors | 0.043% of 380,000 active | AID 602233; note: % is set by controls: 0 for no effect and ±100 for the full control effect; nearly all actives have a fitted effect of over 60% in size
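Luminescent ATP detection (Kinase-Glo Plus) follows a 60-minute room-temperature incubation, with wells lacking PGK as controls. Buffer: 100 mM TEA (pH 7.6), 5 mM MgCl2, 0.01% Tween-20. Coupling enzyme GAPDH (100 nM final) supplies unstable 1,3-BPG in-well.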
BLM helicase inh – Bloom syndrome helicase (human) inhibition | AID 2528 | Potency, µM (highest dose often 56.1 µM), for the others: top-dose activity change, negative = inhibition, actives largely listed as inhibitors | recombinant BLM DNA unwinding, fluorescence dequenching | 0.2% of 350,000 active | P54132;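 note: plate controls were vehicle for no effect and no enzyme for full effect; nearly all actives have a fitted effect of over 35% in size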
Target sequence (P54132 whole entry, looked up): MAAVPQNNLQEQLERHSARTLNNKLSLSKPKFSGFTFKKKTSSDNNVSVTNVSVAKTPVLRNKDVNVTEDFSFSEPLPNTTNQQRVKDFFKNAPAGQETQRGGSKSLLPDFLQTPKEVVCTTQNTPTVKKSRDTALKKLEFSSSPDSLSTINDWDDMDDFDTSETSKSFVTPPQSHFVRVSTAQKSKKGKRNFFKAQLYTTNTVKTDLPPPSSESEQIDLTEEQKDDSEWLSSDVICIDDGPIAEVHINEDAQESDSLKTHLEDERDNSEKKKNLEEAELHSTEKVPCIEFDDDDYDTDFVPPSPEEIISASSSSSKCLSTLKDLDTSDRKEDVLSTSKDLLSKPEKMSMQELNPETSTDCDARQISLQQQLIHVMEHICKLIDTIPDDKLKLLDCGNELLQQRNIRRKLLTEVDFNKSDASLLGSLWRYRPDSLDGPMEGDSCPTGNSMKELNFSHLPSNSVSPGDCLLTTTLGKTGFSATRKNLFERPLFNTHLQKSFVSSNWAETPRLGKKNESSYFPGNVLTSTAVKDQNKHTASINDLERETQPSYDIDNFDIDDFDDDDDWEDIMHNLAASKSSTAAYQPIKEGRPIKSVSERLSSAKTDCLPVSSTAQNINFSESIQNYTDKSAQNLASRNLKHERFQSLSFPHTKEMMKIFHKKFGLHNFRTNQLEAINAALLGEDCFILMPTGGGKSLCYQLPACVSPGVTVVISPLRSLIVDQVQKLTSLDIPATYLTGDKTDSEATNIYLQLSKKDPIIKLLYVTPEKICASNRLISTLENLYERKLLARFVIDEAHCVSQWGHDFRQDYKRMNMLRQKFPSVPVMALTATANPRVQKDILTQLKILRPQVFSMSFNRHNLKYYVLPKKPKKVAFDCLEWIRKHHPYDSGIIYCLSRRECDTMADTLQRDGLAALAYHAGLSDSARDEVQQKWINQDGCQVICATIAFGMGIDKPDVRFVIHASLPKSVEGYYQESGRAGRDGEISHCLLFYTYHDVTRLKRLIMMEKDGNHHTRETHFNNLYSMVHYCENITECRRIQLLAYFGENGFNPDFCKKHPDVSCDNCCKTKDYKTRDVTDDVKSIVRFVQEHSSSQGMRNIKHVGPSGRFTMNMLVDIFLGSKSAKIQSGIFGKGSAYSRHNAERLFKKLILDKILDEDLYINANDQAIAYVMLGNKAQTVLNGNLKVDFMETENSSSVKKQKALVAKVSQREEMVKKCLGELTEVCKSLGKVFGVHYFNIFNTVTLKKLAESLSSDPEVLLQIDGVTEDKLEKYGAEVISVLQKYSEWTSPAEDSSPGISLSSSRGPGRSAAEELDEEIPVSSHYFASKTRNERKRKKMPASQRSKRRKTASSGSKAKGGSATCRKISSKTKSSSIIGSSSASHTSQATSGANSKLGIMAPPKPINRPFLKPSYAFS
JMJD2A Tudor – blocks the human JMJD2A Tudor domain; 4.4% of 390,000 active; Potency, µM (titrated, usually from 114 µM), without a hit: top-dose activity change, negative = inhibition, most hits filed as inhibitors; AlphaScreen JMJD2A-Tudor / H3K4me3 peptide binding; AID 504339; O75164; note: % is set by controls: 0 for no effect and ±100 for the full control effect; nearly all actives have a fitted effect of over 50% in size
G9a inh – G9a (human) methyltransferase inhibition; Q96KQ7; G9a H3K9 monomethylation, AlphaScreen, 2 h; Potency, µM (doses to about 102 µM), for the others: at the highest dose activity, negative = inhibition, most hits filed as inhibitors; 8.8% of 350,000 active; AID 504332; note: % is set by controls: 0 for no effect and ±100 for the full control effect; nearly all actives have a fitted effect of over 75% in size
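G9a (20 nM) was preincubated 15 min with compound, then reacted 2 h at room temperature with 500 nM biotin-H3K9 peptide and 20 µM SAM. Monomethyl-H3K9 detected by AlphaScreen using anti-H3K9me1 antibody.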
Pin1 inh – inhibitors of human Pin1 | Q13526 | Pin1 FP peptide displacement, HiFluor488, 10 min | Potency, µM (top dose mostly 115 µM), for the others: at the top dose activity, negative = inhibition, usual class: inhibitors | 0.009% of 390,000 active; active = well fitted inhibition curve with a large enough effect in the polarisation, with a control signal flat, not every such curve was filed as active; inconclusive = small, poorly fitted or top-dose-only effect, or effect the other way, or a change in a side signal; inactive = no such curve, though single readings can be large or run the other way; the % refers to the polarisation; note: % is set by controls: 0 for no effect and ±100 for the full control effect
GLS inh – blocks human kidney-isoform glutaminase activity; 0.21% of 410,000 active; AID 624170; Potency, µM (titrated, usually from 45.5 µM), inactives show top-dose activity change, negative = inhibition, actives largely listed as inhibitors; O94925; GLS enzymatic activity, qHTS titration; note: % is set by controls: 0 for no effect and ±100 for the full control effect
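Glutamate formation by hKGA was monitored fluorometrically using coupled glutamate oxidase, HRP and Amplex Red. Substrate was added as 1 mM L-glutamine solution; incubation was 30 min at RT after an initial read.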
HP1b chromo inh – HP1-beta chromodomain-methylated histone interaction inhibition | AlphaScreen HP1-beta / biotin-H3K9me3 peptide binding | Potency, µM (highest dose often 114 µM), inactives show top-dose activity change, negative = inhibition, usual class: inhibitors | 0.56% of 390,000 active; note: nearly all actives have a fitted effect of over 70% in size; inactives centre near 23
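AlphaScreen: HP1-beta (50 nM) preformed 30 min with biotin-H3(1-18)K9me3 peptide (50 nM) in PBS pH 7.4, 0.01% Tween-20. Compound added for 30 min at RT, then streptavidin donor/nickel chelate acceptor beads (10 ug/mL) for 30 min.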
Active calls of the source: *; [ ] = remark or other dose. Unless noted, calls come from the whole dose curve; as a rule, active = well fitted curve in the direction sought with a large enough effect; inconclusive = small, poorly fitted or top-dose-only effect, or another doubt; inactive = no such curve, though single readings can be large; an effect the other way counts as inactive or inconclusive. Potency is the fitted concentration of half-maximal effect. An excerpt; the hit share may differ from the screen's.

How did O=C(COC(=O)c1ccc(O)cc1)c1ccc(S(=O)(=O)N2CCCCC2)cc1 do in these assays?
BAZ2B inh: -9%; POLI inh: 9%; Tb PGK inh: -13%; JMJD2A Tudor: -30%; G9a inh: -1%[12.7 µM]; Pin1 inh: 5%; GLS inh: 1%; HP1b chromo inh: 3%

What do the screens show for `O=C(N/N=C/c1ccccc1[N+](=O)[O-])c1ccncc1`?
BAZ2B inh: -23%; POLI inh: 18%; Tb PGK inh: -5%; BLM helicase inh: 0%; JMJD2A Tudor: 0%; G9a inh: inconclusive; Pin1 inh: -8%; GLS inh: -2%; HP1b chromo inh: 26%

Results for CC1=CC(=O)[C@@H](O)[C@@H](c2ccccc2Br)N1C ?
POLI inh: 14%; Tb PGK inh: -8%; JMJD2A Tudor: 2%; Pin1 inh: -7%; GLS inh: -2%; HP1b chromo inh: 33%

Results for O=C(Nc1cccc(S(=O)(=O)N2CCOCC2)c1)c1ccccn1 ?
BAZ2B inh: inconclusive; POLI inh: 28%; Tb PGK inh: inactive; BLM helicase inh: 7%; JMJD2A Tudor: -17%; G9a inh: 25µM*; Pin1 inh: -2%; GLS inh: 1%; HP1b chromo inh: 22%

What do the screens show for `O=C(COc1cccnc1[N+](=O)[O-])Nc1ccc(N2CCOCC2)cc1`?
BAZ2B inh: -31%; POLI inh: -1%; Tb PGK inh: -7%; BLM helicase inh: 1%; JMJD2A Tudor: -27%; G9a inh: 10%[12.7 µM]; Pin1 inh: 6%; GLS inh: 8%; HP1b chromo inh: -15%

What do the screens show for `Cc1ccc(-c2cc(C(=O)NCc3cn(C)nc3C)c3cc(Br)ccc3n2)cc1`?
BAZ2B inh: -28%; POLI inh: inconclusive; Tb PGK inh: -3%; BLM helicase inh: -5%; JMJD2A Tudor: -17%; G9a inh: 12%[59 µM]; Pin1 inh: 6%; GLS inh: -1%; HP1b chromo inh: 19%

What do the screens show for `CCCCN1CCN=C1N(C)C`?
BAZ2B inh: 13%; POLI inh: inconclusive; Tb PGK inh: -2%; JMJD2A Tudor: -13%; G9a inh: 15%[2.33 µM]; Pin1 inh: -8%; GLS inh: 5%; HP1b chromo inh: 26%

What do the screens show for `COc1ccc(CCNC(=O)Cn2nnc(-c3ccc(Cl)cc3)n2)cc1OC`?
BAZ2B inh: -14%; POLI inh: -20%; Tb PGK inh: 11%; BLM helicase inh: -10%; JMJD2A Tudor: -5%; G9a inh: 1%[59 µM]; Pin1 inh: -1%; GLS inh: 0%; HP1b chromo inh: 40%[activator]

What do the screens show for `COc1ccc(C(=O)NCc2nnc(SCC(=O)Nc3ccccc3)n2-c2ccccc2)cc1`?
BAZ2B inh: 0%[57.1 µM]; POLI inh: -15%; Tb PGK inh: inactive; BLM helicase inh: -3%; JMJD2A Tudor: -11%; G9a inh: -16%[59 µM]; Pin1 inh: 0%; GLS inh: -8%; HP1b chromo inh: 42%[activator]

What do the screens show for `O=C(c1cc2cc(Cl)ccc2[nH]1)N1CCN(C(=O)c2ccco2)CC1`?
BAZ2B inh: inconclusive; POLI inh: -23%; Tb PGK inh: -10%; BLM helicase inh: -2%; JMJD2A Tudor: -19%; G9a inh: inconclusive; Pin1 inh: 0%; GLS inh: -7%; HP1b chromo inh: 17%

Results for CC(C)n1ncc2c(C(=O)NCCc3ccc(F)cc3)cc(C3CC3)nc21 ?
BAZ2B inh: 13%; POLI inh: 8%; Tb PGK inh: -10%; JMJD2A Tudor: 10%; G9a inh: inconclusive; Pin1 inh: 6%; GLS inh: 3%; HP1b chromo inh: 47%[activator]

Results for CCN(C(=O)COC(=O)CNC(=O)c1ccc(C)c(C)c1)C1CCS(=O)(=O)C1 (centres undefined) ?
BAZ2B inh: 8%; POLI inh: -16%; Tb PGK inh: 1%; BLM helicase inh: 4%; JMJD2A Tudor: -15%; G9a inh: inconclusive; Pin1 inh: -4%; GLS inh: 17%; HP1b chromo inh: 6%

Results for Cc1ccc(C(=O)Oc2cc(-c3ccc4c(c3)OCO4)cc(=O)c3c(C)oc(C)c23)cc1 ?
BAZ2B inh: inconclusive; POLI inh: inconclusive; Tb PGK inh: -14%; BLM helicase inh: 0%; JMJD2A Tudor: inconclusive; G9a inh: inconclusive; Pin1 inh: 1%; GLS inh: -19%; HP1b chromo inh: 8%

Results for Cc1ccc(N=C2NC(=O)/C(=C/c3cccnc3)S2)cc1C ?
BAZ2B inh: 0%; POLI inh: 3%; Tb PGK inh: 5%; BLM helicase inh: -5%; JMJD2A Tudor: -28%; Pin1 inh: 3%; GLS inh: 2%; HP1b chromo inh: -3%

Results for CC(Oc1nc2c(c(=O)n(C)c(=O)n2C)n1C)C1CCCCC1 (centres undefined) ?
POLI inh: 1%; Tb PGK inh: 0%; JMJD2A Tudor: -26%; Pin1 inh: 0%; GLS inh: 4%; HP1b chromo inh: -4%

What do the screens show for `COC(=O)c1cn(C(=O)c2cc(Br)ccc2Cl)c2ccccc12`?
BAZ2B inh: -1%; POLI inh: 6%; Tb PGK inh: -6%; BLM helicase inh: -1%; JMJD2A Tudor: -4%; G9a inh: 85%[activator]; Pin1 inh: -1%; GLS inh: 1%; HP1b chromo inh: 52%[activator]

How did O=[N+]([O-])c1cccc(C(O)C23CN4CN(CN(C4)C2)C3)c1 (centres undefined) do in these assays?
BAZ2B inh: 5%; POLI inh: 59%[activator]; Tb PGK inh: -15%; BLM helicase inh: -6%; JMJD2A Tudor: -8%; Pin1 inh: 6%; GLS inh: -11%; HP1b chromo inh: 22%

What do the screens show for `COc1ccccc1-n1cnc2sc(C)c(C)c2c1=O`?
BAZ2B inh: -1%; POLI inh: -2%; Tb PGK inh: -2%; BLM helicase inh: -5%; JMJD2A Tudor: -12%; G9a inh: 0%; Pin1 inh: 0%; GLS inh: 4%; HP1b chromo inh: 18%

What do the screens show for `CCc1ccc2[nH]c(=O)c(C(c3nnnn3CC3CCCO3)N3CCCc4ccccc43)cc2c1` (centres undefined)?
BAZ2B inh: 50µM*; POLI inh: 26%; Tb PGK inh: 10%; BLM helicase inh: -8%; JMJD2A Tudor: inconclusive; G9a inh: inconclusive; Pin1 inh: -10%; GLS inh: -2%; HP1b chromo inh: -16%

How did S=c1[nH]nc(-c2ccncc2)n1/N=C/c1ccccc1Cl do in these assays?
BAZ2B inh: 0%; POLI inh: 2%; Tb PGK inh: -9%; BLM helicase inh: -1%; JMJD2A Tudor: 3.2µM*; G9a inh: 1.4µM*; Pin1 inh: -7%; GLS inh: -22%; HP1b chromo inh: 33%

Reprinted at random: two compounds from above, in no set order.
What do the screens show for `COC(=O)c1cn(C(=O)c2cc(Br)ccc2Cl)c2ccccc12`?
BAZ2B inh: -1%; POLI inh: 6%; Tb PGK inh: -6%; BLM helicase inh: -1%; JMJD2A Tudor: -4%; G9a inh: 85%[activator]; Pin1 inh: -1%; GLS inh: 1%; HP1b chromo inh: 52%[activator]

Results for CC(C)n1ncc2c(C(=O)NCCc3ccc(F)cc3)cc(C3CC3)nc21 ?
BAZ2B inh: 13%; POLI inh: 8%; Tb PGK inh: -10%; JMJD2A Tudor: 10%; G9a inh: inconclusive; Pin1 inh: 6%; GLS inh: 3%; HP1b chromo inh: 47%[activator]

(list continues)
What do the screens show for `Cc1ccc(NC(=O)Cn2c(=O)n(-c3ccc(Cl)c(Cl)c3)c(=O)c3c(C)c(C)sc32)c(C)c1`?
BAZ2B inh: 1%; POLI inh: -9%; BLM helicase inh: -4%; JMJD2A Tudor: -10%; G9a inh: -14%[59 µM]; Pin1 inh: 7%; GLS inh: -7%; HP1b chromo inh: 25%

What do the screens show for `COc1ccc(OC)c(NC(=O)c2ccc(-n3cccn3)nc2)c1`?
BAZ2B inh: 0%; POLI inh: -14%; Tb PGK inh: inactive; BLM helicase inh: -1%; JMJD2A Tudor: 1%; G9a inh: 58%[activator][59 µM]; Pin1 inh: -7%; GLS inh: -2%; HP1b chromo inh: 23%

Results for O=S(=O)(NCCN1CCOCC1)c1ccc(-c2ccc(S(=O)(=O)NCCN3CCOCC3)cc2)cc1 ?
BAZ2B inh: -2%; POLI inh: 25%; Tb PGK inh: -1%; BLM helicase inh: -3%; JMJD2A Tudor: -4%; G9a inh: 2%; Pin1 inh: -4%; GLS inh: -5%; HP1b chromo inh: 30%

What do the screens show for `Cc1ccc(OCCN2C(=O)S/C(=C\c3ccc(C)o3)C2=O)cc1`?
BAZ2B inh: inconclusive; POLI inh: 5%; Tb PGK inh: -1%; BLM helicase inh: 1%; JMJD2A Tudor: -11%; G9a inh: 32µM*; Pin1 inh: inconclusive; GLS inh: -7%; HP1b chromo inh: 10%

Results for CCOC(=O)CN1C(=O)c2cccnc2Oc2ccccc21 ?
BAZ2B inh: 5%; POLI inh: 16%; BLM helicase inh: 0%; JMJD2A Tudor: 8%; G9a inh: 6%[59 µM]; Pin1 inh: 3%; GLS inh: 0%; HP1b chromo inh: 35%

How did COc1ccc([C@@]23Oc4cc(OC)cc(OC)c4[C@]2(O)[C@H](O)[C@H](C(=O)N(C)C)[C@H]3c2ccccc2)cc1 do in these assays?
POLI inh: 9%; Tb PGK inh: 0%; JMJD2A Tudor: -12%; Pin1 inh: -8%; GLS inh: 4%; HP1b chromo inh: 18%

How did COc1ccccc1CC(=O)c1ccccc1OC do in these assays?
POLI inh: 1%; Tb PGK inh: inactive; JMJD2A Tudor: 10%; Pin1 inh: -4%; GLS inh: -8%; HP1b chromo inh: 0%[57 µM]

Results for N#CCSc1ccc2nc(-c3ccccc3)cn2n1 ?
BAZ2B inh: 8%[57.1 µM]; POLI inh: inconclusive; Tb PGK inh: 5%; BLM helicase inh: -1%; JMJD2A Tudor: 5%; G9a inh: 32%; Pin1 inh: -5%; GLS inh: -1%; HP1b chromo inh: 56%[activator]

Results for O=C(Nc1cccc(S(=O)(=O)N2CCCCC2)c1)c1cncc(Br)c1 ?
POLI inh: inconclusive; Tb PGK inh: 0%; JMJD2A Tudor: -33%; Pin1 inh: 4%; GLS inh: 0%; HP1b chromo inh: 21%

High-throughput results deposited in PubChem BioAssay by National Center for Advancing Translational Sciences (NCATS).
